# mIAP block – mouse IAP inhibition. inhibition, % at 10 µM. purified mouse IAP, CDP-Star luminescence, 30 min. AID 2806. actives 0.2% (n = 330,000);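 active means inhibition of at least 40% at 10 µM in the primary screen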;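 further: plate controls were DMSO with enzyme for no effect and no enzyme wells for full effect; values of inactives mirror those of a sister screen read the other way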
# hIAP block – human IAP inhibition; purified IAP, CDP-Star luminescence, 30 min; inhibition, % at 10 µM; actives 0.12% (n = 330,000); AID 2544;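 active means inhibition reaching a set limit with compound at 10 µM in the primary screen, cut at about 35% in these data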;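 further: plate controls were DMSO wells with enzyme for no effect and no-enzyme buffer wells for full effect; values of inactives mirror those of a sister screen read the other way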
# NALP3 yeast inh – NALP3 inhibition in yeast; Yeast reconstituted NLRP3/ASC/caspase-1, beta-gal luminescence, 24 h; inhibition, % at 10 µM; actives 0.39% (n = 330,000); AID 2825;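 active means inhibition of 50% or more; inactive means inhibition below 50%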;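 further: plate controls were induced DMSO wells for no effect and uninduced yeast grown without galactose for full effect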
# tim10-1 inh – growth inhibitors of tim10-1 mutant yeast. AID 463190. inhibition, % at 20 µM. actives 2.2% (n = 330,000). S. cerevisiae tim10-1 ts strain growth, BacTiter-Glo, 24 h;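 active means inhibition of at least 40%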;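 further: mutant grown at 25 °C; 0% = DMSO wells with yeast and 100% = wells holding no yeast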
# mIAP activ – mouse IAP activation. muIAP, CDP-Star luminescence, 30 min; hits give high values; 1 = vehicle-only enzyme signal, 0 = enzyme-free wells. activation factor at 10 µM. actives 0.24% (n = 330,000);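 active means activation factor of at least 2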; further: the source names both 10 and 20 µM as test concentration; values of inactives mirror those of a sister screen read the other way
#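 System: mouse IAP enzyme. Reagent: CDP-Star chemiluminescent phosphatase substrate. Benchmarks: DMSO wells, no-enzyme wells. Times: 30 min enzyme-substrate-compound incubation at room temperature. Detection: luminescence from enzymatic CDP-Star hydrolysis. Doses: test compounds delivered from DMSO solution.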
# Apaf-1 inh – human Apaf-1 inhibition; AID 489030; inhibition, % at 20 µM; reconstituted apoptosome caspase-3 activity, DEVD-Rh110 fluorescence; actives 0.71% (n = 330,000); active means inhibition of at least 40% at 20 µM;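 further: plate controls were DMSO wells for no effect and DEVD-CHO caspase inhibitor wells for full effect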
# Target sequence (O14727 whole entry, looked up): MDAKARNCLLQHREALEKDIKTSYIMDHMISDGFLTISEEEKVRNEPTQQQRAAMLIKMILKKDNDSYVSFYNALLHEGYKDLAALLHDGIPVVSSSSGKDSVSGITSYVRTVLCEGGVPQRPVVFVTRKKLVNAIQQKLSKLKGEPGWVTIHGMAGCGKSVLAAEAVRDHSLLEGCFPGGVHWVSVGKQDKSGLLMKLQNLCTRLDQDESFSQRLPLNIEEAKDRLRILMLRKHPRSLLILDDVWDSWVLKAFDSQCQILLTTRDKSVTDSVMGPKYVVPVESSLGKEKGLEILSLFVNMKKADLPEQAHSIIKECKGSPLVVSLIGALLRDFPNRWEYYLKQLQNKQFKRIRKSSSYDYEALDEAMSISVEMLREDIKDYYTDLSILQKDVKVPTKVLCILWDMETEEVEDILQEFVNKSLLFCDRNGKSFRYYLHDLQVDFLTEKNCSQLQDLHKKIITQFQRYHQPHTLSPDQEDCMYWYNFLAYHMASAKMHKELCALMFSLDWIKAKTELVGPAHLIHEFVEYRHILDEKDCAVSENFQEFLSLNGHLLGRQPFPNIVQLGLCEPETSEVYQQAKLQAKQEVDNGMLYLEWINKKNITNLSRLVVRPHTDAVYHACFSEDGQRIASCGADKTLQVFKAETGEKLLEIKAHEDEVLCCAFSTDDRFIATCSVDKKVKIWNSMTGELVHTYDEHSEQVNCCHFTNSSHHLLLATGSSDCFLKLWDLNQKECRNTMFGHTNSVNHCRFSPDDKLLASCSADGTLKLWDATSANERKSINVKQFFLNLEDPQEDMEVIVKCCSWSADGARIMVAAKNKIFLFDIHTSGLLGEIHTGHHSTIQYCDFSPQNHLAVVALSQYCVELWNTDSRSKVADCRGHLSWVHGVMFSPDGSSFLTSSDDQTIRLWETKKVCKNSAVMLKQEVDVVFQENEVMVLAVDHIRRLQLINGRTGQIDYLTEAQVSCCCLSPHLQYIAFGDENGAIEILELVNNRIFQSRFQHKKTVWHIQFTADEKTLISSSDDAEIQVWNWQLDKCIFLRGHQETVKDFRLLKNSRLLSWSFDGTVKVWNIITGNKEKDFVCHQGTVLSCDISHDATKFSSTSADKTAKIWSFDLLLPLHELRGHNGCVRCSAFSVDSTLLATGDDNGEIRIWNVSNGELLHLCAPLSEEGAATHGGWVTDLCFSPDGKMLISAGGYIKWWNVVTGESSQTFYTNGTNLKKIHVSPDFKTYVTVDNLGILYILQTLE
#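 Medium: Hepes buffer, pH 7.5 / System: biochemical Apaf-1 apoptosome reconstitution / Measured by: Rh110 fluorescence, excitation 480 nm, emission 540 nm / Times: compound with Apaf-1, dATP, procaspase-3 30 min, then 50 min reaction, room temperature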
# hIAP activ – human IAP activation; P09923; purified human IAP, CDP-Star luminescence, 30 min; hits give high values; 1 = vehicle-only enzyme, 0 = enzyme-free background; activation factor at 10 µM; actives 0.16% (n = 330,000); AID 2524;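 active means activation factor of the enzyme at least 2-fold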; further: the source names both 10 and 20 µM as test concentration; values of inactives mirror those of a sister screen read the other way
# ATG4B inhibitor – blocks human ATG4B protease cleavage of LC3 substrate. Q9Y4P1. ATG4B cleavage of LC3-PLA2, NBD-HPC fluorescence, 1 h. inhibition, % at 8.33 µM. actives 0.51% (n = 340,000); in the data active means inhibition above about 40%
# TIM10 inh – TIM10 yeast growth inhibition | S. cerevisiae TIM10 strain growth, BacTiter-Glo luminescence, 24 h | inhibition, % at 10 µM | actives 1.4% (n = 330,000) | AID 463195;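 active means inhibition of 40% or more at the single tested concentration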;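 further: wild-type TIM10 isogenic control strain grown at permissive 25 °C; 0% = DMSO yeast wells and 100% = minimal medium wells without yeast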
# Starred values were filed as active, the others as inactive; . = not tested or not shown.
SMILES,mIAP block,hIAP block,NALP3 yeast inh,tim10-1 inh,mIAP activ,Apaf-1 inh,hIAP activ,ATG4B inhibitor,TIM10 inh
CCC(=O)c1ccc(N2CCN(C(=O)c3ccccc3Br)CC2)c(F)c1,-6,-1,-3,26,1.1,-7,1,-5,27
O=C(Cn1cc(C(=O)C2CC2)c2ccccc21)Nc1ccc(F)cc1,-18,2,3,-2,1.2,15,0.98,-2,3
Cc1ccc(OCCCCN2CCC(C)CC2)c(Br)c1,8,-14,28,-68,0.93,-6,1.1,4,-28
CC(O/N=C/c1ccccc1OC(F)F)C(=O)Nc1cccc(S(=O)(=O)N2CCOCC2)c1 (centres undefined),-10,15,9,27,1.1,3,0.85,-3,0
O=C(CC1(O)C(=O)N(CCc2ccccc2)c2ccccc21)c1ccco1 (centres undefined),3,-2,15,4,0.97,-9,1,-2,3
O=C(Cc1ccccc1)NN1C(=O)C2C3C=CC([C@@H]2C1=O)C31CC1 (some centres undefined),6,-5,10,-8,0.94,-2,1.1,1,4
C/C(CC(=O)Nc1ccc2ccccc2c1)=N\NC(=O)c1ccc(O)c(O)c1,46*,-6,3,18,0.54,8,1.1,-10,-1
COc1cccc(-c2csc(NNC(=O)c3cccs3)n2)c1,6,-3,11,2,0.94,4,1,2,7
CC1=C(C(=O)Nc2ccccc2)C2(CCCCC2)C(C#N)=C(S)N1,-4,-10,9,18,1,4,1.1,5,21
Cc1ccc(CNC(=O)[C@H](Cc2ccccc2)NC(=O)c2ccco2)cc1,-7,5,20,4,1.1,-3,0.95,-56,-3
Cc1ccc(S(=O)(=O)N2CCN(C(=O)c3ccccc3)C2C(C)C)cc1 (centres undefined),-3,-7,10,36,1,-8,1.1,-3,29
O=c1cc(O)c2ccccc2n1Cc1ccccc1,-10,-1,3,8,1.1,15,1,-2,-14
O=C(NNC(=O)c1cc2ccccc2o1)c1ccncc1,3,-2,19,-10,0.97,2,1,-8,-2
C=CCn1c(CSCc2ccc(F)cc2)n[nH]c1=S,-8,-14,15,16,1.1,-5,1.1,-4,12
Cn1cc([C@@H]2C[C@H]3CN(Cc4cccc(Cl)c4)C(=O)[C@]34CCCN24)c2ccccc21,0,-8,8,19,0.99,-9,1.1,18,25
C/C(=N\Nc1cc(N2CCOCC2)nc(C)n1)c1ccc(F)cc1,-3,-26,31,18,1,2,1.3,-3,0
Cc1ccc(C)c(N2CCN(C(=O)c3cc(S(=O)(=O)N4CCCC4)cn3C)CC2)c1,5,0,2,17,0.95,-6,1,-21,2
Cc1ccc(SCCSc2nc(C)cc(=O)[nH]2)cc1,5,-12,10,11,0.95,3,1.1,-2,7
CC(C)CNC(=O)[C@@H]1CSC2c3ccccc3C(=O)N21 (some centres undefined),3,2,13,11,0.97,2,0.98,-3,3
CCOC(=O)c1c(NC(=S)Nc2ccc(F)cc2)sc2c1CCC2,14,-2,36,3,0.86,11,1,-4,14
O=C1OCC(Cn2c3ccccc3c3ccccc32)O1 (centres undefined),7,1,29,3,0.93,14,0.99,-12,12
Cc1c(Cl)cccc1NC(=S)N1CCN(c2ncccn2)CC1,2,-2,4,13,0.97,-7,1,-1,3
O=C(COC(=O)c1ccc([N+](=O)[O-])o1)NCCc1ccccc1,-4,-21,16,-166,1,32,1.2,1,-157
CN(Cc1c(C(=O)N/N=C/c2ccccc2)nnn1-c1nonc1N)c1ccccc1,8,13,14,33,0.92,19,0.87,-18,10
Cc1nc2scc(C)n2c(=O)c1S(=O)(=O)Nc1ccc(F)cc1,-9,3,8,9,1.1,3,0.97,-1,1
Cc1csc(SCC(=O)NCc2cccs2)n1,1,-18,2,6,0.99,-1,1.2,1,0
CCOC(=O)C1CCCN(C2CC(=O)N(c3ccc(C(C)C)cc3)C2=O)C1 (centres undefined),8,5,18,42*,0.92,4,0.95,3,23
Cc1ccccc1Cn1c(=O)n(C)c(=O)c2sccc21,2,11,7,34,0.98,17,0.89,-7,14
O=[N+]([O-])c1cccc(S(=O)(=O)NCCc2cccs2)c1,6,8,6,5,0.94,-4,0.92,-9,-5
CC(=O)OCC(=O)Nc1c(C)cc(C)cc1C,2,-15,-3,9,0.98,-2,1.2,-5,1
CCOCCCNCc1cc(Br)ccc1OCc1ccccc1,-5,-12,28,7,1,7,1.1,-11,4
CCOc1ncccc1C(=O)N=c1sccn1C,0,0,10,8,1,-3,1,-3,6
Cc1cccn2cc(CSc3ccccc3N)nc12,9,17,2,13,0.91,-18,0.83,0,5
COc1ccc(CCNC(=O)Cc2cccc(C(F)(F)F)c2)cc1OC,-6,22,7,-13,1.1,1,0.79,-2,1
O=C1CCCC(=O)C1C(=O)C1CCN(S(=O)(=O)c2ccccc2)CC1,6,13,-1,-4,0.94,6,0.87,-8,-5
CN=C(Nc1ccc(Cl)cc1)c1ccc(C(F)(F)F)cc1,-5,-6,9,25,1.1,-1,1.1,-6,-17
S=c1nc2ccccc2c2nc(-c3cccnc3)[nH]n12,11,0,22,12,0.89,-20,1,2,-20
COc1ccc(C(=O)NNC(=O)C(=O)NC(C)c2ccccc2)cc1OC (centres undefined),17,-58,20,2,0.83,1,1.6,-7,16
CC(=O)NCCn1c(SCC(=O)NCCC(C)C)nc2ccccc2c1=O,1,-18,13,-6,0.99,-2,1.2,2,13
COc1cccc(NC(=S)NCCc2ccccn2)c1,2,-16,-2,33,0.98,0,1.2,-9,4

# In the list so far, these contain an aryl thioether with sulfur outside any ring:
SMILES,mIAP block,hIAP block,NALP3 yeast inh,tim10-1 inh,mIAP activ,Apaf-1 inh,hIAP activ,ATG4B inhibitor,TIM10 inh
Cc1ccc(SCCSc2nc(C)cc(=O)[nH]2)cc1,5,-12,10,11,0.95,3,1.1,-2,7
Cc1csc(SCC(=O)NCc2cccs2)n1,1,-18,2,6,0.99,-1,1.2,1,0
Cc1cccn2cc(CSc3ccccc3N)nc12,9,17,2,13,0.91,-18,0.83,0,5
CC(=O)NCCn1c(SCC(=O)NCCC(C)C)nc2ccccc2c1=O,1,-18,13,-6,0.99,-2,1.2,2,13

# A second format for some results above.
# Each structure is followed by: mIAP block, hIAP block, NALP3 yeast inh, tim10-1 inh, mIAP activ, Apaf-1 inh, hIAP activ, ATG4B inhibitor, TIM10 inh
- CC(=O)OCC(=O)Nc1c(C)cc(C)cc1C
→ 2, -15, -3, 9, 0.98, -2, 1.2, -5, 1
- CN(Cc1c(C(=O)N/N=C/c2ccccc2)nnn1-c1nonc1N)c1ccccc1
→ 8, 13, 14, 33, 0.92, 19, 0.87, -18, 10
- CC(=O)NCCn1c(SCC(=O)NCCC(C)C)nc2ccccc2c1=O
→ 1, -18, 13, -6, 0.99, -2, 1.2, 2, 13

# More structures:
SMILES,mIAP block,hIAP block,NALP3 yeast inh,tim10-1 inh,mIAP activ,Apaf-1 inh,hIAP activ,ATG4B inhibitor,TIM10 inh
CCC1(C)CC2(CCCN(CCC(=O)c3ccccc3)C2)CCO1 (centres undefined),1,-1,18,20,0.99,-3,1,-9,9
CCN(c1ccccc1)S(=O)(=O)c1ccc(N2CCN(c3ccc(O)cc3)CC2)nc1,10,1,30,-75,0.9,7,0.99,-15,-58
Cc1ccc(CN2CCN(/N=C/c3cc(Br)cc(Br)c3O)CC2)c(C)c1,5,-12,9,6,0.95,10,1.1,10,-9
O=C(NCCCO)Nc1ccc2nc(-c3ccco3)c(-c3ccco3)nc2c1,27,-12,11,10,0.73,57*,1.1,.,8
CCOC(=O)/C(C#N)=C\C1=C(N2CCCC2)CC(C)(CC)OC1 (centres undefined),9,12,9,9,0.91,-3,0.88,-2,1
CC(=O)N(C)C1(c2nnnn2CCOC(=O)Nc2cccc3ccccc23)CCCC1,-3,-10,16,4,1,-7,1.1,-7,-6
Cc1cccc(NC(=O)CCc2c(C)nn(-c3ccc(N4CCCCC4)nn3)c2C)c1,5,-2,4,10,0.95,4,1,-8,15
COc1ccsc1C(=O)Nc1ccc(F)cc1F,-6,-2,-2,5,1.1,4,1,0,10
COc1ccc(CCC(=O)OCC(=O)Nc2c(C)nn(-c3ccccc3)c2C)cc1,-1,12,3,15,1,3,0.88,-11,20
O=C1COc2ccc(-c3n[nH]c(=O)c4ccccc34)cc2N1,-3,4,20,1,1,-3,0.96,-4,-5
COC(=O)c1sccc1NC(=S)N1CCN(C)CC1,-7,5,6,14,1.1,-20,0.95,-11,-11
COc1ccccc1NC(=O)Cn1c2ccccc2c2nc3n(c(=O)c21)CCS3,-8,-7,1,42*,1.1,12,1.1,2,7
O=C(COC(=O)c1cccc(Cl)c1)NCCN1C(=O)CSC1=O,0,9,17,7,1,-46,0.91,0,-4
CCN(CC)c1ccc(/C=N/NC(=O)c2ccc(Br)o2)cc1,0,7,19,24,1,-2,0.93,-1,7
S=c1nc[nH]c2c1cnn2-c1ccccc1,-3,4,25,7,1,-5,0.96,-3,-9
O=C(O)c1ccc2c(=O)n3c(nc2c1)/C(=C/c1cccc(Cl)c1Cl)CCCC3,4,2,11,15,0.96,8,0.98,18,11
Cc1ccccc1CC1(CO)CCCN(C(=O)c2ccc3ncccc3c2)C1 (centres undefined),-2,3,11,27,1,7,0.97,-10,22
CCc1nc(SCC(=O)Nc2cc(C)on2)c2c(C)c(C)sc2n1,-7,-6,2,-11,1.1,13,1.1,0,-6
COc1cccc(-c2ccc(SCC(=O)N3CCc4ccccc43)nn2)c1,0,-26,-3,27,0.99,17,1.3,.,27
O=C(COc1ccc(S(=O)(=O)N2CCOCC2)cc1Cl)NCc1ccccn1,0,20,10,10,1,2,0.8,0,1
COc1ccc(CCNC(=O)CN2CCC(C)CC2)cc1OC,0,2,-12,3,1,6,0.98,-1,-6
Cc1cc(C(=O)Nc2ccc(S(=O)(=O)N3CCCC3)cc2)cs1,-6,7,14,44*,1.1,-3,0.93,2,56*
Cc1ccnc(SCC(=O)N2CCc3ccccc32)n1,4,13,1,15,0.96,5,0.87,7,15
Cc1ccc(C)c(CN2C(=O)C3(OCCCO3)c3ccccc32)c1,-5,2,2,22,1,15,0.98,2,2
O=C1NN(c2ccccc2)C(=O)/C1=C\c1ccc(-c2cc([N+](=O)[O-])ccc2O)o1,22,35,36,34,0.78,16,0.65,17,8
COc1ccc(NS(=O)(=O)c2ccc(NS(=O)(=O)c3cccs3)cc2)cc1,-6,13,13,-5,1.1,3,0.87,4,10
CCOc1cc(S(=O)(=O)N2CCN(CC)CC2)ccc1Cl,3,-26,28,1,0.97,-5,1.3,-7,2
c1ccc(CN2C3=NCCCN3c3ccccc32)cc1,0,14,11,4,1,-7,0.86,0,-2
CCCOC(=O)CSc1nnc(-c2cc(OC)c(OC)c(OC)c2)o1,-1,3,9,18,1,2,0.97,-14,3
O=C(Nc1nnc(C2CCCCC2)s1)c1cccs1,0,-7,18,29,0.99,8,1.1,1,24
NS(=O)(=O)c1ccc(CNS(=O)(=O)c2ccc(Cl)nc2)cc1,11,-7,-2,1,0.89,-14,1.1,-4,0
O=C(NCCc1c[nH]c2ccccc12)C(=O)NCC1OCCCN1S(=O)(=O)c1ccccc1 (centres undefined),5,3,-2,8,0.95,-6,0.97,-23,8
CCCC(=O)Nc1ccc(C(=O)NCC2CCCO2)cc1 (centres undefined),-7,2,2,7,1.1,-5,0.98,-8,3
COc1ccc(CCNC(=O)C2CCN(C(=O)c3cccc(Cl)c3)CC2)cc1OC,-6,-10,22,-9,1.1,-9,1.1,-5,-1
CCOC(=O)N1CCN(C(=O)c2cc(COc3ccc(Cl)cc3OC)on2)CC1,0,-2,14,32,1,1,1,-9,29
